GLP-1R inv ag – qHTS of GLP-1 Receptor Inverse Agonists (Inhibition Mode); Glucagon-like peptide 1 receptor (Homo sapiens), P43220; HEK293 GLP-1R CRE-luciferase, luminescence, 24 h; GLP-1R form is constitutively active; Potency, µM (titrated, usually from 38.3 µM), for the others: top-dose activity change, negative = inhibition, most hits filed as inhibitors; 1.6% of 410,000 active; also: % is scaled to controls: 0 for no effect and ±100 for the full control effect; nearly all actives have a fitted effect of over 55% in size
Target sequence (P43220 whole entry, looked up): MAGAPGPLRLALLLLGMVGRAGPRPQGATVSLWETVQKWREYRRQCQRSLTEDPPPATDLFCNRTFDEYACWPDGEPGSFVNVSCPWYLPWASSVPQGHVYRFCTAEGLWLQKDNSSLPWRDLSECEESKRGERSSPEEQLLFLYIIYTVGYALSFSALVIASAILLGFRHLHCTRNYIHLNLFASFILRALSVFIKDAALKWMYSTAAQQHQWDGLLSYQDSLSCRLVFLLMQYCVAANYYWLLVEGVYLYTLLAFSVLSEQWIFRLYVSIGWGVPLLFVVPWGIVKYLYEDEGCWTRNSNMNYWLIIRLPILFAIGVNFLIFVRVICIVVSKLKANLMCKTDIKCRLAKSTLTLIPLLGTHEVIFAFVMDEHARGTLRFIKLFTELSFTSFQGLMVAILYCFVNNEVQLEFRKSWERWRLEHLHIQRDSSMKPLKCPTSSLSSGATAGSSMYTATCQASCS
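Using stably transfected HEK293 (constitutively active GLP-1R, cAMP-luciferase reporter), compounds were incubated 24 hr and luciferase measured by luminescence.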
HT1080 IDH1KD tx – qHTS for induction of synthetic lethality in tumor cells producing 2HG: qHTS for the HT-1080-IDH1KD cell line | HT-1080 IDH1 knockdown viability, ATP luminescence, 48 h | Potency, µM (highest dose often 46.1 µM), for inactives: top-dose activity, negative = toxicity, actives largely listed as cytotoxic | 2% of 360,000 active;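 also: 0% = DMSO wells and -100% = cell-free medium wells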
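After a 2 h attachment period, IDH1KD HT-1080 cells took pin-transferred compound for 48 h at 37 °C; ATP-based luminescence after 10 min room-temperature reagent incubation reported viability.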
SW480 rerep – A quantitative high throughput screen for small molecules that induce DNA re-replication in SW480 colon adenocarcinoma cells; AID 624297, 2012; SW480 DNA re-replication, Hoechst DNA content imaging, 48 h; 1.8% of 340,000 active; Potency, µM (series often up to 46.1 µM), for the others: at the top dose re-replication activation, most hits filed as activators; also: % of control where 0% means no effect; nearly all actives have a fitted effect of over 55% in size
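Readout is total intensity of Hoechst-stained nuclei, excited at 405 nm and collected at 500-530 nm. Compound treatment lasted 48 hr at 37 C in 5% CO2 before staining.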
KB-V1 MDR tox – qHTS assay for MDR1-selective chemotherapeutics: Primary screen using the drug-selected MDR subline cells KB-V1; KB-V1 MDR cells viability, CellTiter-Glo, 72 h; Potency, µM (titrated, usually from 46.1 µM), inactives show at the top dose activity change, negative = cytotoxicity, actives largely listed as cytotoxic; 3.4% of 400,000 active; also: % is scaled to controls: 0 for no effect and ±100 for the full control effect; nearly all actives have a fitted effect of over 60% in size
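Drug-selected KB-V1 cells, grown in DMEM lacking phenol red with 10% FBS, receive compound titrations; after three days at 37 degrees C, surviving cell ATP is quantified by CellTiter-Glo luminescence and responses normalized and curve-fitted.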
GLP1R ag – qHTS of GLP-1 Receptor Agonists; HEK293 GLP-1R CRE-luciferase, luminescence, 4-6 h; cells express a hypersensitive GLP-1R form; Potency, µM (top dose mostly 45.6 µM), for inactives: at the highest dose activation, most hits filed as activators; 0.007% of 380,000 active; Glucagon-like peptide 1 receptor (Homo sapiens), P43220; also: % of control where 0% means no effect
GLP1R cytotox – qHTS of GLP-1 Receptor Inverse Agonists: Cytotox Screen. AID 624418, 2012. 0.13% of 410,000 active. Potency, µM (titrated, usually from 38.3 µM), for the others: at the highest dose activity change, negative = inhibition, usual class: inhibitors. HEK293 cAMP-luciferase reporter cells, luminescence, 24 h;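 also: loss of luciferase light is scored as toxicity; % is scaled to controls: 0 for no effect and ±100 for the full control effect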
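Cells in DMEM/10% Nu serum/1% pen-strep, 1536-well format. Pre-incubated 12 h, dosed with 23 nL compound, incubated a further 24 h. Luciferase detection, 12 min at room temp, luminescence.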
TDP43 rescue – qHTS of TDP-43 Inhibitors. Potency, µM (doses to about 46.1 µM), for inactives: at the highest dose growth rescue (activation), hits mostly activators. TDP-43 expressing yeast growth rescue, BacTiter-Glo, 24 h. 1.8% of 410,000 active; also: % of control where 0% means no effect; nearly all actives have a fitted effect of over 50% in size
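Readout is BacTiter-Glo luminescence of cell growth, so inhibitors register as activators. TDP-43-expressing yeast at OD600=0.02 in galactose medium, after raffinose pregrowth to mid-log, were incubated with compound for 24 hr at 30 deg C.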
HT1080-NT tox – qHTS for induction of synthetic lethality in tumor cells producing 2HG: qHTS for the HT-1080-NT fibrosarcoma cell line. HT-1080-NT fibrosarcoma viability, CellTiter-Glo ATP luminescence, 48 h. Potency, µM (titrated, usually from 46.1 µM), for inactives: at the top dose activity, negative = less viability, usual class: cytotoxic. 1.6% of 360,000 active. AID 686970, 2013;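 also: NT is the 2HG producing partner of a matched IDH1 knockdown line; 0% = DMSO-treated cells and -100% = media-only wells without cells; nearly all actives have a fitted effect of over 55% in size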
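Compounds were tested in concentration-response format on HT-1080-NT cells for 48 hours at 37 degrees C. Cell viability came from CellTiter-Glo luminescence; curves were classified by r2, response magnitude and activity.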
KB-3-1 tox – qHTS assay for MDR1-selective chemotherapeutics: Primary screen using the parental adenocarcinoma cell KB-3-1; 1.4% of 400,000 active; AID 1347075, 2019; KB-3-1 viability, CellTiter-Glo ATP luminescence, 72 h; Potency, µM (top dose mostly 46.1 µM), for the others: top-dose activity change, negative = cytotoxic, usual class: cytotoxic; also: % is scaled to controls: 0 for no effect and ±100 for the full control effect; nearly all actives have a fitted effect of over 60% in size
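Screening of KB-3-1 cells (DMEM, 10% FBS, phenol-red free) ran from lowest to highest compound concentration; after 72 h at 37 °C viability was read luminescently and curves fitted.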
Active calls of the source: *; u = inconclusive; x = no result given; [ ] = another dose, or the depositor's remark. Calls follow the shape of the dose curve; as a rule, active = well fitted curve in the direction sought with a large enough effect; inconclusive = small, poorly fitted or top-dose-only effect, or another doubt; inactive = no such curve, though single readings can be large; an effect the other way counts as inactive or inconclusive. Potency is read from the fitted curve at half-maximal effect.

The line under a structure holds: GLP-1R inv ag, HT1080 IDH1KD tx, SW480 rerep, KB-V1 MDR tox, GLP1R ag, GLP1R cytotox, TDP43 rescue, HT1080-NT tox, KB-3-1 tox
1. COc1ccc(N=C(C)C2=C(O)COC2=O)cc1
→ -11%, -5%[9.24 µM], -6%, 8%, -7%, 0%, 2%, -11%, 6%
2. CN1CCN(Cc2c(C(=O)N3CCc4ccccc4C3)nc3ccc(Cl)cn23)CC1
→ 1%, -2%, -10%, 15%, 3%, 3%, 6%, -6%, -2%
3. CC(=O)N1CCN(c2ccc(NC(=O)c3ccc(OCc4ccccc4)cc3)cc2)CC1
→ 3%, 5%, 2%, 16%, 6%, -28%, 6%, 4%, -4%
4. Cc1ccc(Cn2ccc(NC(=O)c3cc(-c4ccc(Cl)cc4)on3)n2)cc1
→ 16%, 7%, -14%, 16%, -10%, 2%, -2%, 11%, -2%
5. CCn1c(=O)cc(SCC(=O)N2CCN(C(=O)c3ccco3)CC2)c2ccccc21
→ 1%, u, -7%, -28%, 2%, -2%, -11%, -3%, -22%
6. CC1CCCC2(C1)NC(=S)N(c1ccccc1)N2 (centres undefined)
→ 5µM*, -12%, -6%, 8%, 3%, -31%, u, u, 2%
7. O=C(CSc1nc(-c2ccco2)cc(C(F)(F)F)n1)Nc1ccccc1C(F)(F)F
→ -7%, 0%, 2%, u, 0%, u, -9%, u, u
8. Cc1c(NC(=O)/C=C/c2cccs2)c(=O)n(-c2ccccc2)n1C
→ 0%, 4%, -1%, 12%, -5%, -6%, 2%, 5%, -12%
9. CC(C)C1O/C(=N/C(=O)Nc2ccc(Cl)c(Cl)c2)NC1=O (centres undefined)
→ 2%, -5%, -3%, 0%, -5%, 2%, -84%[inhibitor], -4%, -24%
10. Cc1ccc(OCC(O)CN2C(=O)NC(C)(C)C2=O)cc1 (centres undefined)
→ 1%, 8%, 1%, 22%, 0%, -1%, 6%, 7%, 14%
11. COc1ccc(Nc2cc(C)nc3ccc(OC)cc23)cc1
→ u, u, 17%, u, -7%, u, -6%, u, -23%
12. CC(C)(C)c1ccc(O)c(N=Cc2cc(Br)ccc2O)c1
→ u, 5%, 7%, 18%, -11%, -5%, -7%, 4%, -1%
13. O=C(COC(=O)CSc1ccc(Cl)cc1)NCCc1ccccc1
→ -28%, -10%, 0%, -3%, -9%, -12%, -19%, -18%, 7%
14. O=C1NCCCCC1NS(=O)(=O)c1cccc2ccccc12 (centres undefined)
→ 9%, 3%, -2%, -17%, 5%, -4%, -3%, 6%, 11%
15. Cc1c(/C=N/NC(=O)C(C)(C)Oc2ccc(Cl)cc2)cnn1C
→ 0%, -4%, -6%, 13%, -8%, -3%, -3%, 8%, 2%
16. COc1ccc(C(=O)NC2CCCc3ccccc32)c(OC)c1OC (centres undefined)
→ -29%, u, -9%, u, 12%, 6%, u, u, 3%
17. Cc1ccc(-n2ncc3c(N4CCN(Cc5ccccc5)CC4)ncnc32)cc1C
→ -9%, x, x, u, x, 3%, 19%, x, -14%
18. O=C(COC(=O)c1cn(-c2ccccc2)nc1-c1ccccc1)c1cccc([N+](=O)[O-])c1
→ 0%, -15%, -2%, 2%, -8%, -9%, 22%, -3%, 18%
19. Cc1cc2cc(CCNC(=O)C(=O)c3c[nH]c4ccccc34)c(=O)[nH]c2cc1C
→ 10µM*, 13µM*, 19%, u, 14%, -25%, -7%, u, 3%
20. O=C(C1CCN(S(=O)(=O)c2cccs2)CC1)N1CCN(c2cccc(Cl)c2)CC1
→ -1%, x, x, -17%, x, 5%, -6%, x, 2%
21. CCOC(=O)Cc1cc(=O)[nH]c(=O)[nH]1
→ 13%, 19%, -1%, 3%, 7%, -4%, -24%, 11%, -5%
22. COCCNc1cc(C)nc2c(-c3ccccc3OC)c(C)nn12
→ 1%, -1%, -3%, -3%, -2%, -6%, 25%, 14%, 5%
23. CCCC/C(O)=C1\C(=O)CC(C)(C)CC1=Nc1ccccc1OC
→ 0%, 2%, 9%, 0%, 2%, 14%, 5%, 6%[9.24 µM], 0%
24. Cc1ccc(C)c(S(=O)(=O)N2CCCC2CNC(=O)C(=O)NCc2ccccc2C)c1 (centres undefined)
→ u, -16%, 3.7µM*, -16%, 20%, -2%, 7%, -21%, 0%
25. CC(C)(C)c1nc2c(C#N)c(-c3ccc(Cl)cc3)ccn2n1
→ u, -16%, 0%[9.22 µM], 0%, 11%, -4%, u, -13%, u
26. CC1CCN(CC(=O)N2CCc3ccccc32)CC1
→ -22%, 3%, -1%, 6%, -3%, -22%, 6%, 14%, 4%
27. Cc1c(C(=O)N2CCc3ccccc32)oc2c1C(=O)CC(C)(C)C2
→ -21%, -1%, 3%, 0%, 1%, -21%, 4%, 20%, -5%
28. CC1(C)N=C(SCc2ccc(F)cc2)c2ccccc2N1
→ -13%, x, x, u, x, 22%, 11µM*, x, -12%
29. COC(=O)[C@@]1(Cc2ccc(F)cc2)[C@H]2c3cc(C(=O)N(C)C)n(Cc4ccc(C)o4)c3C[C@H]2CN1C(=O)c1ccccc1
→ u, 21µM*, x, 16µM*, -2%, -4%, 0%, u, u
30. CCOc1ccc(NC(=O)C(=O)NCCN2CCN(S(=O)(=O)c3ccc(C)cc3)CC2)cc1
→ 3%, -12%, -6%, -13%, 2%, -3%, 18%, 2%, -22%

Part of the list above in order of formula weight, lowest first:
The line under a structure holds: GLP-1R inv ag, HT1080 IDH1KD tx, SW480 rerep, KB-V1 MDR tox, GLP1R ag, GLP1R cytotox, TDP43 rescue, HT1080-NT tox, KB-3-1 tox
10. Cc1ccc(OCC(O)CN2C(=O)NC(C)(C)C2=O)cc1 (centres undefined)
→ 1%, 8%, 1%, 22%, 0%, -1%, 6%, 7%, 14%
23. CCCC/C(O)=C1\C(=O)CC(C)(C)CC1=Nc1ccccc1OC
→ 0%, 2%, 9%, 0%, 2%, 14%, 5%, 6%[9.24 µM], 0%
9. CC(C)C1O/C(=N/C(=O)Nc2ccc(Cl)c(Cl)c2)NC1=O (centres undefined)
→ 2%, -5%, -3%, 0%, -5%, 2%, -84%[inhibitor], -4%, -24%
12. CC(C)(C)c1ccc(O)c(N=Cc2cc(Br)ccc2O)c1
→ u, 5%, 7%, 18%, -11%, -5%, -7%, 4%, -1%
13. O=C(COC(=O)CSc1ccc(Cl)cc1)NCCc1ccccc1
→ -28%, -10%, 0%, -3%, -9%, -12%, -19%, -18%, 7%
4. Cc1ccc(Cn2ccc(NC(=O)c3cc(-c4ccc(Cl)cc4)on3)n2)cc1
→ 16%, 7%, -14%, 16%, -10%, 2%, -2%, 11%, -2%
17. Cc1ccc(-n2ncc3c(N4CCN(Cc5ccccc5)CC4)ncnc32)cc1C
→ -9%, x, x, u, x, 3%, 19%, x, -14%
18. O=C(COC(=O)c1cn(-c2ccccc2)nc1-c1ccccc1)c1cccc([N+](=O)[O-])c1
→ 0%, -15%, -2%, 2%, -8%, -9%, 22%, -3%, 18%

Going on with the list:
31. O=C(C[C@H]1C/C=C\CC[C@H](Cc2ccc(F)cc2)C(=O)O[C@H](c2ccccc2)CNC1=O)N[C@H](CO)Cc1ccccc1
32. Cc1ccc(Nc2nc3c(c(=O)[nH]c(=O)n3C)n2Cc2ccc(F)cc2)cc1
33. O=C(CNc1ccccc1)NNC1=NCCC1
34. COc1ccc(CCNC(=O)CN(c2cccc([N+](=O)[O-])c2)S(C)(=O)=O)cc1OC
35. CCOC(=O)N1CCN(C(=O)CCSc2ccc(C)cc2)CC1
36. COc1cccc(CCNC(=O)Cn2c(-c3cccs3)cc3ccccc32)c1
37. COc1ccc(-c2cc3c(=O)n(CC(=O)NCCCc4ccccc4)ncn3n2)cc1
38. Cc1[nH]n(-c2ccc([N+](=O)[O-])cc2)c(=O)c1C=NCCc1c[nH]c2ccccc12
39. Cc1ccc(C2c3c(oc4cc(C)c(C)cc4c3=O)C(=O)N2CCCN2CCOCC2)cc1 (centres undefined)
40. CCOC(=O)Cc1nnc(-c2ccccc2)o1
assay / entry	31	32	33	34	35	36	37	38	39	40
GLP-1R inv ag	u	16%	7%	4%	1%	-22%	7%	-5%	5%	1%
HT1080 IDH1KD tx	u	12%	5%	7%	-4%	x	4%	u	2%	2%
SW480 rerep	2%	-7%	-11%	-1%	u	x	-4%	3%	-3%	-3%
KB-V1 MDR tox	0%	0%	-3%	14%	-8%	6%	u	-17%	26%	16%
GLP1R ag	-2%	1%	-3%	9%	5%	1%	10%	8%	9%	0%
GLP1R cytotox	-27%	-2%	5%	-10%	15%	19%	15%	-1%	-6%	-10%
TDP43 rescue	24%	19%	2%	20%	10%	12%	-3%	11%	13%	-7%
HT1080-NT tox	u	10%	0%	3%	1%	x	7%	u	-8%	-2%
KB-3-1 tox	0%	16%	9%	-3%	-5%	6%	5%	-2%	-3%	7%

41. Cc1ccc(S(=O)(=O)N2CCN(Cc3cccnc3)CC2)cc1
42. O=C(Cn1cccc1C(=O)c1ccccc1)NCCN1CCOCC1
43. COc1ccc(CCC(=O)NCC23CC4CC(CC(C4)C2)C3)cc1
44. Cc1ccc(S(=O)(=O)N2CCCCC2)cc1NC(=O)CN1C(=O)c2ccccc2S1(=O)=O
assay / entry	41	42	43	44
GLP-1R inv ag	1%	2%	6.3µM*	24%
HT1080 IDH1KD tx	9%	9%	8%	10%
SW480 rerep	-6%	0%	-18%	-3%
KB-V1 MDR tox	20%	10%	8%	u
GLP1R ag	15%	2%	0%	-1%
GLP1R cytotox	3%	-10%	-5%	4%
TDP43 rescue	-5%	1%	u	-9%
HT1080-NT tox	7%	5%	0%	-1%
KB-3-1 tox	10%	-7%	0%	11%

Assay outcomes as filed in PubChem.

The order is random. About 9.4% of those tested had a hit in this group.
